Source: PubChem BioAssay
V1aR counter: counter-screen for oxytocin receptor agonists: human V1a receptor agonists; CHO-V1R cells, Fluo-8 calcium fluorescence, agonist mode; 0% DMSO, 100% 3 nM vasopressin; activation, % at 3 µM; actives 0.25% (n = 320,000);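 active means activation above the mean activation of all tested compounds plus 3 SD, per screening run, cut at about 20% in these data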;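 further: signal is peak over basal fluorescence ratio across a 100 second FLIPR read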
MEKK2 mut-MEK5: signal of MEK5 binding to mutant human MEKK2 PB1 domain; bead flow cytometry, Alexa488-MEK5 binding to MEKK2 mutant; percent response, % at 10 µM; actives 0.35% (n = 290,000); AID 1530; in the data active means percent response above about 24%, passing the limit was not always enough; further: inactives centre near 1; some results filed as inactive read as strong as hits
MEKK2 WT-MEK5: raises or lowers MEK5 binding to wildtype human MEKK2 PB1 domain | actives 1.1% (n = 290,000) | binding response (% of control), % at 10 µM | bead flow cytometry, Alexa488-MEK5 binding to MEKK2 WT; actives lie on both sides | Q9Y2U5; in the data active means binding response below about 67% or above about 130%; inconclusive means no clear call, values can overlap the other calls; inactive means in between
GalR3 antagonist: antagonists of human GalR3; O60755; HEK293 GalR3-CNG cAMP membrane potential fluorescence; galR3 body fused to GalR1 C-terminus; inhibition, % at 3 µM; actives 0.44% (n = 360,000);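 active means inhibition above the screen-wide average plus 3 SD, cut at about 13% in these data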;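 further: forskolin and galanin both at EC90 stimulate the cells; cAMP rise reported by CNG channel membrane potential dye signal; 0% = forskolin plus galanin with DMSO and 100% = forskolin alone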
Target sequence (O60755 1-299 limits assumed): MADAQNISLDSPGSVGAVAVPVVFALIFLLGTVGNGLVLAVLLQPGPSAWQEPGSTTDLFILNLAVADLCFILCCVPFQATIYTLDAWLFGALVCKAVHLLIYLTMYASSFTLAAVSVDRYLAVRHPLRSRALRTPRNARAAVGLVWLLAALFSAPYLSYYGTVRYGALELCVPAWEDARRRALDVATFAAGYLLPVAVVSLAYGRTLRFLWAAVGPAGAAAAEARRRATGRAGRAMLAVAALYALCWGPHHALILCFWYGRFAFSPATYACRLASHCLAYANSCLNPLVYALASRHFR
GPR7 antag: antagonists of human GPR7 (neuropeptides B/W receptor 1). P48145. GPR7-expressing cells, fluorescence antagonist assay. inhibition, % at 4.4 µM. actives 1.1% (n = 290,000); in the data active means inhibition above about 16%, passing the limit was not always enough;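 further: cells stimulated with the agonist NPW; 0% = agonist with vehicle and 100% = vehicle without agonist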
M18AAP inhibitor: PfM18AAP enzyme inhibition. recombinant PfM18AAP, H-Glu-NHMec fluorogenic cleavage. inhibition, % at 7.35 µM. actives 1.2% (n = 290,000). AID 1822;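 active means inhibition above the campaign mean inhibition over all tested compounds plus 3 SD, cut at about 28% in these data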;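 further: 0% = plate median of test compound wells and 100% = 2 mM ZnCl2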
OXTR potentiator: human OXTR potentiation; P30559; CHO-OTR cells, Fluo-8 calcium fluorescence, potentiator mode; 0% = oxytocin EC15, 100% = EC100; activation, % at 3 µM; actives 0.061% (n = 320,000); AID 2445;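 active means activation above that plate's cutoff, the mean activation of tested compounds plus 3 SD, cut at about 6.6% in these data, passing the limit was not always enough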;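 further: 100% uses oxytocin at 75 nM as the full agonist control; some results filed as inactive read as strong as hits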
Target sequence (P30559 whole entry, looked up): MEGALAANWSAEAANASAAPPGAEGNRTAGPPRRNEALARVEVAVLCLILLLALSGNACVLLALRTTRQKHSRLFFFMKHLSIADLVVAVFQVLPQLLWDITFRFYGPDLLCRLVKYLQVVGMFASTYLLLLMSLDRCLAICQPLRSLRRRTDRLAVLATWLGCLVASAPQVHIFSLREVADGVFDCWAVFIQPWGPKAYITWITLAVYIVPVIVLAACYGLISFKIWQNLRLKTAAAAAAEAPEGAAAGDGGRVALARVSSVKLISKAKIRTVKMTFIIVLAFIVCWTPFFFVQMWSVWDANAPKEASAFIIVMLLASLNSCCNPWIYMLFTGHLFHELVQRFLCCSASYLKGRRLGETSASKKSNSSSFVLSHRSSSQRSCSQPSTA
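Material: CHO-OTR cells, human receptor; compound dosing: single dose, 3.0 µM nominal final compound concentration; schedule: 6 min compound pre-incubation at room temperature, 100 s kinetic read; measured by: kinetic Fluo-8 calcium fluorescence; read-out basis: % activation vs EC15 and EC100 oxytocin; controls: EC15 oxytocin alone as 0%, 75 nM oxytocin as 100%; replicates: singlicate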
OXTR ag: human OXTR agonism | P30559 | actives 0.32% (n = 320,000) | CHO-OTR cells, Fluo-8 calcium fluorescence; normalized: DMSO 0%, oxytocin 100% | activation, % at 3 µM;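 active means activation above the mean of all tested compounds plus 3 SD, cutoff set per screening run, cut at about 20% in these data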;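 further: peak over basal fluorescence ratio from a 100 s FLIPR kinetic read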
NALP1 yeast inh: blocks the NALP1 inflammasome reconstituted in yeast; S. cerevisiae NALP1/ASC/caspase-1 growth, X-gal OD620, 72 h; inhibition, % at 10 µM; actives 0.61% (n = 280,000); AID 2071; in the data active means inhibition mostly above about 24%, no sharp cut-off; inactive means mostly below about 32%; further: some compounds called inactive have numbers as strong as hits
The depositor's hits bear a star; ? = inconclusive; / = no result given.

nr	SMILES	V1aR counter	NALP1 yeast inh	OXTR potentiator	M18AAP inhibitor	OXTR ag	MEKK2 mut-MEK5	MEKK2 WT-MEK5	GalR3 antagonist	GPR7 antag
1	O=C(/C=C/c1ccc(Cl)cc1Cl)c1ccc[nH]1	-0.1	5	-5	10	-1.0	5	101	-5	-23
2	Cc1cccc(NS(=O)(=O)c2cccc(C(=O)NNC(=O)c3ccccc3O)c2)c1	2.1	/	-7	/	0.2	/	/	-5	/
3	CCCCNC(=S)NC(=O)c1ccccc1Br	-1.5	-3	-6	-19	-2.6	1	111	-1	-8
4	O=[N+]([O-])c1cc(S(=O)(=O)N2CCOCC2)ccc1OCc1cccc(Cl)c1	4.2	/	-10	/	3.5	/	/	-3	/
5	CCOc1ccc(CCNC(=O)CSc2nn(-c3ccc(C)c(Cl)c3)c(=S)s2)cc1OCC	0.1	25	-7	-1	-1.4	7	98	-2	-7
6	OC1(c2ccc(Cl)cc2)CN(c2ccccc2)C2=[N+]1CCS2 (stereo not drawn)	-0.1	12	1	-6	-1.0	3	102	-2	-14
7	COCCn1c(SCC(=O)N2CC(=O)Nc3ccccc32)nc2ccccc2c1=O	0.2	17	-3	5	-0.6	0	112	-4	-1
8	CCn1cc(S(=O)(=O)CC(=O)Nc2ccc(C)cc2)c2ccccc21	0.2	0	-13	2	-0.9	-6	78	-8	1
9	Cc1ncc(CO)c2c1Oc1nc(-c3ccccc3)nc(SCC(=O)Nc3cccc(O)c3)c1C2	-0.4	26	-10	12	-0.7	-1	94	8	6
10	O=C(CSc1nnc(CN2CCOCC2)n1-c1ccccc1)N1CCc2ccccc21	-1.2	22	-11	3	-1.1	-1	95	-3	8
11	COc1cc(NC(=O)COC(=O)c2ccccc2F)cc(OC)c1	0.6	36	-18	-2	0.5	19	111	-3	11
12	CCn1c(=O)c(C(=O)NCCc2ccc(Cl)cc2)c(O)c2ccccc21	0.8	4	1	-9	1.9	11	104	-9	-25
13	Cc1ccccc1OCC(O)CN1CCN(c2ccc(Cl)cc2)CC1 (stereo not drawn)	2.7	16	-7	-5	3.1	13	75	-12	-14
14	COc1ccccc1-n1c(SCC(=O)Nc2ccc(C)cc2)nc(O)cc1=O	0.7	-15	-11	0	0.5	1	99	-3	-19
15	Cc1ccc(OCCN(C)C(=O)C2CCC(=O)N(Cc3ccccc3F)C2)cc1 (stereo not drawn)	1.8	16	-2	-2	1.0	6	108	-3	-13
16	CC1CCCN(CCCNC(=O)CN2C(=O)COc3ccccc32)C1 (stereo not drawn)	0.0	31	-11	-6	0.7	-5	100	-6	-6
17	CCN(CC)S(=O)(=O)c1ccc(N2CC(C(=O)NCCC3=CCCCC3)CC2=O)cc1 (stereo not drawn)	2.7	/	-6	/	1.3	/	/	-2	/
18	Cc1cc(C(=O)OCC(=O)N(CC(C)C)c2c(N)n(Cc3ccccc3)c(=O)[nH]c2=O)c(C)o1	0.8	/	-7	/	-0.1	/	/	-1	/
19	CCSc1nnc(NC(=O)C2CC(=O)N(Cc3ccccc3)C2)s1 (stereo not drawn)	2.9	17	1	-1	0.7	4	98	-3	-8
20	O=C(CCC(=O)N1CCN(c2ccc(F)cc2)CC1)c1ccc(F)cc1	2.0	4	-12	-15	-1.7	-8	89	-5	-2

Results in sequence from the entries so far.
M18AAP inhibitor, compounds 15 to 19, in order: -2, -6, /, /, -1

Following part:
nr	SMILES	V1aR counter	NALP1 yeast inh	OXTR potentiator	M18AAP inhibitor	OXTR ag	MEKK2 mut-MEK5	MEKK2 WT-MEK5	GalR3 antagonist	GPR7 antag
21	Cc1ccc(NC(=S)N(CCN2CCCCC2)Cc2ccco2)cc1Cl	0.4	15	4	-5	-1.2	2	108	3	-4
22	Cc1cc2nn(-c3ccc(Cl)cc3)nc2cc1N	-0.8	12	-3	-2	-0.7	-1	101	-8	-5
23	Cc1ccccc1NS(=O)(=O)c1ccc2c(c1)oc(=O)n2C	2.4	2	-1	-5	2.6	2	104	-7	-5
24	Cc1ccc(N2C(=O)C(CC(=O)Nc3cccc(F)c3)N(CCc3ccncc3)C2=O)cc1 (stereo not drawn)	-1.2	18	7	4	1.2	-1	93	-2	6
25	COc1ccc([C@H]2CC(=O)C=C(c3ccccc3-c3ccccc3)C2)cc1	1.3	/	-3	/	1.5	/	/	-5	/
26	O=C(c1ccccc1)c1ccc2c(c1)OCCCO2	-0.6	23	-3	-1	-3.2	-5	91	-2	7
27	CN(C)c1ccc(NC(=O)CN2CCN(S(=O)(=O)c3cc(Cl)ccc3Cl)CC2)cc1	1.8	14	-4	3	0.8	-5	94	-5	-3
28	CCCn1c(=O)c(C(=O)NCC2CCCO2)c(O)c2ccccc21 (stereo not drawn)	-1.0	3	2	4	-1.4	-1	100	-4	-10
29	CCC(=O)c1cn(CC(=O)Nc2cc(C)ccc2C)c2ccccc12	0.7	12	-8	3	0.9	7	103	-9	-6
30	COc1ccc(CC(NC(C)=O)C(=O)NC2CCN(S(=O)(=O)c3ccc(NC(C)=O)cc3)CC2)c(OC)c1 (stereo not drawn)	1.2	14	-2	-5	0.2	-4	99	-8	-1
31	Cc1noc(C)c1C(=O)Nc1nc(-c2ccc(F)cc2)cs1	-1.1	/	-4	/	-1.6	/	/	-6	/
32	COc1ccc(OCc2cc(C(=O)NCc3nc(C)cs3)no2)c(Cl)c1	3.8	11	-9	-6	0.9	7	107	-3	2
33	Cc1ccc(N=Cc2c(O)n(-c3ccc4c(c3)OCO4)c(=O)c3ccccc23)cc1	-0.8	5	-2	4	-2.6	5	97	3	-3
34	COC(=O)c1c(SCC(=O)Nc2ccc(C)cc2)nc(=O)[nH]c1C	1.5	17	-11	7	-0.2	-10	91	-4	-15
35	O=C1CC(c2ccccc2Cl)=NN(c2ncnc3ccccc23)C1=O	3.1	9	-5	4	1.8	0	104	-2	-9
36	Cc1ccc(N)c(C(O)(C(F)(F)F)C(F)(F)F)c1	0.9	4	4	-2	-0.1	7	113	-1	-19
37	CCCNC(=O)c1c(N)n(-c2cccc(OC)c2)c2nc3ccccc3nc12	3.8	12	-7	-7	4.7	-7	96	-7	-3
38	CCSc1nc2c(cnn2-c2ccc(C)c(C)c2)c(=O)[nH]1	-0.5	16	-2	-5	-0.9	13	109	2	-11
39	Cc1cc(-c2nnc(SCC(=O)Nc3ccccc3C(F)(F)F)o2)c(C)n1-c1ccccc1	16	44*	-24	-3	21*	4	104	-2	5
40	CC(C)N(CCO)Cc1nc(C(c2ccccc2)c2ccccc2)no1	-0.6	8	-2	-2	-1.4	8	101	-9	-6

A different layout for part of the listing above.
(38) CCSc1nc2c(cnn2-c2ccc(C)c(C)c2)c(=O)[nH]1
- V1aR counter: -0.5
- NALP1 yeast inh: 16
- OXTR potentiator: -2
- M18AAP inhibitor: -5
- OXTR ag: -0.9
- MEKK2 mut-MEK5: 13
- MEKK2 WT-MEK5: 109
- GalR3 antagonist: 2
- GPR7 antag: -11
(17) CCN(CC)S(=O)(=O)c1ccc(N2CC(C(=O)NCCC3=CCCCC3)CC2=O)cc1 (stereo not drawn)
- V1aR counter: 2.7
- NALP1 yeast inh: /
- OXTR potentiator: -6
- M18AAP inhibitor: /
- OXTR ag: 1.3
- MEKK2 mut-MEK5: /
- MEKK2 WT-MEK5: /
- GalR3 antagonist: -2
- GPR7 antag: /
(26) O=C(c1ccccc1)c1ccc2c(c1)OCCCO2
- V1aR counter: -0.6
- NALP1 yeast inh: 23
- OXTR potentiator: -3
- M18AAP inhibitor: -1
- OXTR ag: -3.2
- MEKK2 mut-MEK5: -5
- MEKK2 WT-MEK5: 91
- GalR3 antagonist: -2
- GPR7 antag: 7

(listing goes on)
nr	SMILES	V1aR counter	NALP1 yeast inh	OXTR potentiator	M18AAP inhibitor	OXTR ag	MEKK2 mut-MEK5	MEKK2 WT-MEK5	GalR3 antagonist	GPR7 antag
41	CCn1c(C)nc2cc(C(=O)NN=Cc3ccc([N+](=O)[O-])cc3)ccc21	0.4	/	-3	/	1.3	/	/	-3	/
42	COc1ccc(-c2nnc(SC)o2)c(OC)c1	0.7	15	0	4	-0.6	5	109	-5	-7
43	Cc1cc2c3c([nH]c2cc1S(=O)(=O)NCCCOC(C)C)CC(C)(C)CC3=O	4.1	1	-9	-1	2.0	5	105	-9	-20
44	O=C(CSc1nnc2scc(-c3ccccc3)n12)NCc1ccco1	-0.2	21	-9	-3	-0.4	0	102	-6	-7
45	CCOC(=O)C1CCN(C(=O)CC(NS(=O)(=O)c2ccc(OC)cc2)C(C)C)CC1 (stereo not drawn)	0.9	18	-9	-3	0.2	7	107	/	-10
46	CCN(Cc1ccccc1)C(=O)COC(=O)c1cc(=O)[nH]c2ccccc12	-0.8	18	-4	-5	-1.6	0	105	-4	-12
47	CC(C)CNc1cc(=O)n(C)c(=O)n1C	0.7	3	-9	-1	0.0	3	103	-1	-11
48	Cc1ccccc1-n1c(N)c(C(=O)Nc2ccc(F)cc2)sc1=S	0.7	-15	1	20	-1.3	-2	101	-3	-10
49	COc1ccccc1NC(=O)Cn1c(CN2CCCCC2)nc2ccccc2c1=O	-0.4	17	-1	-3	-0.8	3	105	-1	-5
50	O=C(Nc1ccc(N2CCCC(O)C2)cc1)c1snc2c(=O)[nH]cnc12 (stereo not drawn)	0.9	10	3	-1	-0.7	2	103	-2	-8
51	CCc1nn(-c2ccccc2)c2c1-c1cc(OC)c(OC)cc1C1(N2)C(=O)Nc2ccccc21 (stereo not drawn)	0.1	-5	-13	-11	-1.9	/	/	-1	-11
52	COCC(=O)n1nc(-c2ccccc2)nc1NCc1ccccc1	/	3	/	-8	/	-25	?	-5	8

Outcome played no part in choosing rows; any-hit rate near 4.1%.
